Bioassay records as filed in PubChem.
NPYLR7 ag: agonists of mosquito NPYLR7 receptor, primary screen, cell-based, Aedes aegypti, calcium fluorescence, mosquito biting behavior; Aedes aegypti neuropeptide Y-like receptor 7 (NPYLR7); HEK293T NPYLR7/Galpha15, GCaMP6s calcium fluorescence; activation, % at 10 µM; 270,000 compounds, 0.15% hits; AID 1259423, 2018; in the data active = activation above about 40%;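 note: 0% = vehicle and 100% = reference agonist at the receptor; some compounds past the cut are filed as inactive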
hcGAS inh: Primary biochemical luminescence assay for human cyclic GMP-AMP synthase inhibitors. Q8N884. recombinant h-cGAS, ATP depletion, Kinase-Glo luminescence. inhibition, % at 12.5 µM. 290,000 compounds, 0.081% hits. AID 1259398, 2018;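 note: 0% = vehicle reaction and 100% = reaction without DNA for no activity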
Target sequence (Q8N884 whole entry, looked up): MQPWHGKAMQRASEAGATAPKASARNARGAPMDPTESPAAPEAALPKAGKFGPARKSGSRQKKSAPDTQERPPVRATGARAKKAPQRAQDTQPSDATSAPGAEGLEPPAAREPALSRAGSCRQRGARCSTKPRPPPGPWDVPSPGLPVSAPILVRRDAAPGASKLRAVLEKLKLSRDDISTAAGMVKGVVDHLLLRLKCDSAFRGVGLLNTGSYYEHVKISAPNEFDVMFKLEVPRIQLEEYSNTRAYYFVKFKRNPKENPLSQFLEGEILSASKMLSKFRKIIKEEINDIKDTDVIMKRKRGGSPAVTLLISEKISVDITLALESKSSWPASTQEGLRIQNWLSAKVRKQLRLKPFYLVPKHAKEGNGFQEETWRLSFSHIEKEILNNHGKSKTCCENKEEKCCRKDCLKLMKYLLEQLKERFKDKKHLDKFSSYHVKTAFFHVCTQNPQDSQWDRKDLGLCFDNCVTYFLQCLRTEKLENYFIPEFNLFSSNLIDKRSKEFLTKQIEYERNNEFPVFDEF
mcGAS lum: cyclic GMP-AMP synthase inhibitors, mouse, primary biochemical chemiluminescence | Q8C6L5 | recombinant cGAS, Kinase-Glo ATP depletion luminescence | inhibition, % at 12.5 µM | 160,000 compounds, 0.15% hits | AID 1259399, 2018;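 note: 0% = negative control wells and 100% = reference inhibitor with no enzyme activity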
* marks the source's active call; other numbers are inactive results; x = no result given; & = joins results of further samples. Cut-off read from the data, not from the text of the source, unless noted: active = inhibition above about 40%; inactive = the rest. The order is random (roughly 0.29% active in at least one column).

SMILES	mcGAS lum	NPYLR7 ag	hcGAS inh
Cc1ccc(OCCSc2nc3ccccc3n2CC(O)CO)cc1 (stereo not given)	-4	-15	-4
CNc1cccc(-c2ccc(OC)c(OC)c2)n1	x	0	-15
O=C1NNN(c2ccccc2)C1=CN1CCC(C(=O)N2CCCC2)CC1	x	-2	1
C[C@]12C=CC(=O)C=C1CCC1C2[C@@H](O)C[C@@]2(C)C1CC[C@]2(O)C(=O)CO (stereo not given in full)	x	-4	-2
Cc1nc(C)n(Cc2cc(CO)no2)n1	x	7	-9
O=C(NCc1cccnc1)C1CCCN(C2CCN(C(=O)c3ccn[nH]3)CC2)C1 (stereo not given)	x	-2	-8
CCOC(=O)C1CCCN(S(=O)(=O)NCc2ccccc2)C1 (stereo not given)	x	4	-5
Cc1nn(C)c(Cl)c1C(=O)OCC(=O)NC(C)C	x	6	-7

(listing goes on)
SMILES	mcGAS lum	NPYLR7 ag	hcGAS inh
Oc1c(Br)cc(Br)c2cccnc12	-3	42&6	-3&-6
CC(C)(C(=O)N1CCC(c2ccccc2C(=O)O)C1)c1ccccc1 (stereo not given)	x	-13	0
Cn1ccc2ccc(NC(=O)c3cccc(N4CCCNC4=O)c3)cc21	-8	1	-1
Cc1nc(CNC(=O)CCN(C)S(C)(=O)=O)cs1	x	-10	-3
Nc1ccc(-c2ccc(F)cc2Cl)cn1	x	-7	-2
Cc1nn(C)c(C)c1CN(C(=O)c1cc2ccccc2oc1=O)C1CC1	x	7	-6
Cc1nn(-c2ccc(F)cc2F)c(C)c1CCC(=O)N1CCc2ccccc2C1	0	10	-1
COCCSc1c(C(C)C)cnc2c1c(=O)n(C)c(=O)n2C	-3	1	0

Next part.
SMILES	mcGAS lum	NPYLR7 ag	hcGAS inh
O=C(c1cccc(-n2cnnc2)n1)N1CCOC(c2ccc(Cl)cc2)C1 (stereo not given)	x	11	-3
O=C(CCCCn1c(=O)[nH]c2ccsc2c1=O)NC1CC1	x	0	1
Cc1ccc(C)c(-c2c(C)ccc(C)c2C(=O)O)c1C(=O)O	x	-6	1
COC(Cn1ccnc1-c1ccc(C)s1)c1cccs1 (stereo not given)	x	-5	-4
COc1ccc2[nH]c3c(c2c1)CCN(C(=O)C=C(C)C)C3COCc1ccccc1 (stereo not given)	-8	3	-12
O=C1c2cccc3c(N4CCOCC4)ccc(c23)C(=O)N1CCO	-1	-9	4
CCc1cccc(OCCCN(C)C(=O)c2ccc3n[nH]nc3c2)c1	-9	6	-7
OC1CCC(NCc2cccc(-c3ccccc3)c2)CC1 (stereo not given)	x	2	-4

Remaining list, next part
SMILES	mcGAS lum	NPYLR7 ag	hcGAS inh
Cc1nccn1CC1CCCN(Cc2c(Cl)cncc2Cl)C1 (stereo not given)	x	-4	-5
Cc1ccc(-n2c(SCc3ccccc3C)nnc2C(C)NS(=O)(=O)c2cccc3cccnc23)cc1 (stereo not given)	-4	13	-3
COc1ccc(CN(Cc2ccc(F)cc2)CC(O)COc2ccccc2C)cc1OC (stereo not given)	-8	-8	-3
CCOc1ccc(Cl)cc1CNc1nnnn1C	x	-1	-10
CCOC(=O)c1nn(-c2ccccc2C)c(=O)cc1OS(=O)(=O)c1ccc(OC)c(OC)c1	-1	-3	0
CCc1nc2n(n1)C(=O)C(C(c1cccc(OC)c1)N1CCC(O)CC1)S2 (stereo not given)	-8	-2	-8
O=C1CC(C(=O)N2CCN(Cc3cccnc3)CC2)c2ccc(F)cc2N1 (stereo not given)	-4	9	-5
CC(=O)Nc1ccc(NS(=O)(=O)c2c(C)n(C)c(=O)n(C)c2=O)cc1	-3	1	-3

(listing goes on)
SMILES	mcGAS lum	NPYLR7 ag	hcGAS inh
Cc1ccc(C)c(-n2nnnc2SCC(=O)Nc2cc(C)nn2-c2ccccc2C)c1	-5	-2	-4
CCOC(=O)C(=NNc1cc(C(F)(F)F)ccc1Cl)N1CCCC1	-6	25	-8
CCOc1ccc(NC(=O)CSc2nnc(C)c3cnn(-c4ccc(F)cc4)c23)cc1	-10	-10	-5
CN1Cc2ccc(CN(C)c3nc(C(C)(C)C)nc4c3cnn4C)cc2C1	-3	2	-2
Cc1ccc(Sc2cncc3sc(C(N)=O)cc23)cc1	x	-15	1
O=C(Cc1ccsc1)N1CCC2(CC1)N=C(COc1ccccc1)NC2=O	-17	15	-4
C=CCNc1nc(-c2sc(C)nc2C)cs1	x	3	-7
O=C(NCC1CCCO1)c1csc(COc2cccc(F)c2)n1 (stereo not given)	-8	1	-6

Continued:
SMILES	mcGAS lum	NPYLR7 ag	hcGAS inh
C#CCOc1cc(Br)c(/C=C/c2cc(C(F)(F)F)[nH]c(=O)n2)cc1OC	x	-4	-11
CC(C)(C)S(=O)(=O)Cc1ccc(NC(=O)c2ncccc2O)cc1	x	2	0
Cc1ccc(Cl)cc1N1CCN(CC(O)COCC23CC4CC(CC(C4)C2)C3)CC1 (stereo not given)	x	5	-2
CCCN1CCC(Cc2noc(-c3cccc4cnccc34)n2)CC1	-8	2	0
CCCCOc1ccc(Cl)cc1CSc1nnc(CC)n1N	x	-14	-1
COC(=O)[C@H]1C[C@@H](O)CCN1S(=O)(=O)c1ccc(-c2ccccn2)s1	-11	24	-8
C=CCCC(O)CN1CCN(Cc2nc(C(=O)Nc3ccc(OC)cc3)co2)CC1 (stereo not given)	-4	x	-6
Cc1c(C=NN=c2sc3ccccc3n2C)n(C)n(-c2ccccc2)c1=O	x	5	-1

The list continues.
SMILES	mcGAS lum	NPYLR7 ag	hcGAS inh
CC(=O)N1CCc2c(nc(N(C)C)nc2N2CCN(CCCO)CC2)C1	-11	4	-13
COc1ccc(C(C2Sc3ncnn3C2=O)N2CCC(O)CC2)cc1OC (stereo not given)	-6	4	0
O=C(c1cc(C(F)(F)F)[nH]n1)N1C[C@@H]2C3CCC(CC3)[C@@H]2C1	x	7	-4
CC(C)N(Cc1nccn1C)C(=O)C1CCC(=O)N(CCc2ccccn2)C1 (stereo not given)	x	-1&4	4&-7
O=C(NCCc1c[nH]c2ccc(O)cc12)c1cccnc1Nc1cc(Cl)cc(Cl)c1	-4	6	-5
COC(=O)c1cc(C(=O)OC)cc(N2C(=O)C3C4C=CC(C4)C3C2=O)c1 (stereo not given)	-3	12	-3
CCN1CCCC1CNC(=O)CCC1CCN(C2CCN(c3ccccc3)CC2)CC1 (stereo not given)	x	2	-6
Cc1ccc(CN2CCN(N=Cc3ccccc3)CC2)c(C)c1	-7	-1	-10

Other entries.
SMILES	mcGAS lum	NPYLR7 ag	hcGAS inh
Cc1ccc(-c2nnc(SCC(=O)N3CCCCCCC3)n2C)cc1	x	9	-2
COc1ccc(OC)c(-n2c(CNC(=O)c3ccco3)nnc2SCC(=O)Nc2cc(C)ccc2C)c1	1	-17	3
CCSC1(SCC)N=C(N)C2(C#N)C(c3ccc(F)cc3)C12C#N (stereo not given)	x	3	4
CCc1nc2c(OCc3ccc(OC(F)F)cc3)cccn2c1N(C)C(=O)c1ccc(OC)cc1	-2	8	-3
CSC(=NS(=O)(=O)c1ccc(N)cc1)NS(=O)(=O)c1cccs1	x	7	-5
Cc1cc(S(=O)(=O)NC2CC(C)(C)NC(C)(C)C2)c(C)cc1Br	x	2	-4
CCOc1ccccc1NC(=O)CN1CCSc2ccccc21	-6	13	-9
CCOC(=O)CN(C)C(=O)CN1CC(C)Oc2ccc(Cl)cc21 (stereo not given)	-15	0	-5

Another view of 4 compounds above.
> COc1ccc(CN(Cc2ccc(F)cc2)CC(O)COc2ccccc2C)cc1OC (stereo not given)
  mcGAS lum: -8; NPYLR7 ag: -8; hcGAS inh: -3

> O=C(c1cccc(-n2cnnc2)n1)N1CCOC(c2ccc(Cl)cc2)C1 (stereo not given)
  mcGAS lum: x; NPYLR7 ag: 11; hcGAS inh: -3

> CCOC(=O)C(=NNc1cc(C(F)(F)F)ccc1Cl)N1CCCC1
  mcGAS lum: -6; NPYLR7 ag: 25; hcGAS inh: -8

> CCc1cccc(OCCCN(C)C(=O)c2ccc3n[nH]nc3c2)c1
  mcGAS lum: -9; NPYLR7 ag: 6; hcGAS inh: -7

Other compounds:
SMILES	mcGAS lum	NPYLR7 ag	hcGAS inh
O=C1CN(Cc2ccccc2)C2(CCN(C(=O)C3CC3)CC2)N1	-12	-5	-5
O=C(c1cccs1)N1CCCC(OCc2cc(F)ccc2F)C1 (stereo not given)	x	-5	2
CN(c1ccccc1)N1C(=O)c2ccccc2NC12CCN(C(=O)C1=CC(=O)CC(C)(C)O1)CC2	x	-1	-6
Brc1ccc2nc(N3CCCC3)nc(-c3ccccc3)c2c1	-3	8	-7
O=C(NC(c1ccc(F)cc1)c1cnccn1)C1CCN(Cc2ccncc2)CC1 (stereo not given)	-1	6	-2
C=CCNc1nnc(SCC(=O)Nc2ccc(F)cc2)s1	x	-7	-2
CCOC(=O)c1c(NC(=O)c2cc(C)oc2C)sc2c1CCC(C#N)(c1ccccc1)C2 (stereo not given)	-6	6	-6
Cc1cccc(C)c1OCCCN(C)C(=O)C(=O)c1cccn1C	x	-2	5

Other compounds
SMILES	mcGAS lum	NPYLR7 ag	hcGAS inh
COc1cccc(C(=O)N(Cc2csc(COc3ccccc3OC)n2)C(C)C)c1	-9	-5	-3
COC(=O)C1=C(C)NC2=C(C(=O)CC(c3ccc(Cl)cc3)C2)C1c1ccccc1OCc1ccccc1 (stereo not given)	x	-3	-2
COc1ccc(N/N=C(\C#N)c2nc(-c3ccc(F)cc3)cs2)cc1	-6	-2	-7
Cn1cc(C(CC(=O)N2CCC3(CC2)OCCO3)c2ccc(Cl)cc2)c2ccccc21 (stereo not given)	-9	x	-8
CCCCn1c(N)c(N(Cc2ccco2)C(=O)c2ccc(=O)[nH]c2)c(=O)[nH]c1=O	x	6	-2
COc1ccc(CCNC(=O)CC(c2cccc(C(F)(F)F)c2)c2cn(C)c3ccccc23)cc1OC (stereo not given)	-8	x	-7
CC1CSC(N(C(=O)COc2ccccc2C#N)c2ccc(Cl)cc2)=N1 (stereo not given)	x	9	-2
CCCCN=C1NN=C(C23CC4CC(CC(C4)C2)C3)C(C)S1 (stereo not given)	x	8	-8

Other results.
SMILES	mcGAS lum	NPYLR7 ag	hcGAS inh
Cc1c([N+](=O)[O-])cc(C(=O)Nc2ccc(O)c(-c3nc4ccccc4o3)c2)cc1[N+](=O)[O-]	-7	9	-4
CN(Cc1c(O)ccc2ccncc12)C1CCS(=O)(=O)C1 (stereo not given)	x	0	-10
C=CCc1cccc(C=Nc2ccc(Br)cn2)c1O	x	-16	-2
COc1ccccc1NC(=O)c1ccc(CSc2nnc3ccccn23)cc1	-5	-2	-7
Cc1ccsc1CN(C)Cc1cnc(S(C)(=O)=O)n1CC1CCCO1 (stereo not given)	x	2	-11
Cc1cc2c(=O)n(Cc3ccco3)c(SCC(=O)Nc3cccc(F)c3)nc2s1	x	2	-11
Cc1[nH]c(=O)[nH]c(=O)c1Cl	x	-9	-7
CCn1ccc2cc(C(=O)NCC3CCN(C)C3)ccc21 (stereo not given)	-15	5	-3

Next part.
SMILES	mcGAS lum	NPYLR7 ag	hcGAS inh
CCc1nc2c(OCc3c(C)noc3C)cccn2c1N(C)C(=O)c1ccccc1F	0	-13	1
Cc1cc(C)nc(NS(=O)(=O)c2ccc(NC(=O)c3ccccc3)cc2)n1	-1	3	8
COc1ccc(-c2ccc(C)c(NS(=O)(=O)c3ccc(NC(=O)C(C)C)cc3)c2)nn1	x	0	-3
Oc1c(-c2ccccn2)sc2ccccc12	-1	0	1
C=C(C)COc1ccc(C(=O)N(CC2CCC(=O)N2)C(C)C)cc1 (stereo not given)	x	3	-4
O=C(NCc1cc(-c2ccccc2)no1)c1ccccc1N1CCOCC1	x	6	-6
CCOC(=O)N1CCN(CN2C(=O)c3cccc4cccc2c34)CC1	x	-2	2
CC(C)(C)C(=O)N1CCC2(CC1)SCCN2C(=O)c1ccccc1	-5	16	-5

Further records:
SMILES	mcGAS lum	NPYLR7 ag	hcGAS inh
CN(Cc1cscn1)C(=O)c1ccccc1N(C)c1ccccc1	x	7	-7
Cc1ccc(CCNC(=O)C2CCC(=O)N(CCc3ccccn3)C2)o1 (stereo not given)	-5	-2	-8
CN(c1cc(Cl)nc(SCc2ccc(C(=O)N3CCN(c4cccc(C(F)(F)F)c4)CC3)cc2)n1)C1CCCCC1	-4	25	-4
O=C(COc1coc(CN2CCc3ccccc3C2)cc1=O)NC1CCCC1	-8	1	-7
Cc1cc(=S)[nH]c2cc(Br)ccc12	x	-4	3
CC(C)c1ccc(CC2(C)C(=O)Nc3ccc(OC(F)(F)F)cc32)cc1 (stereo not given)	-2	-1	1
COc1cc(NC(=O)N2CC(=O)N3CCc4ccccc4C3C2)cc(OC)c1 (stereo not given)	-4	22	-6
COc1ccccc1OCC1c2ccsc2CCN1C(=O)CN(C(=O)c1cccs1)C1CC1 (stereo not given)	-5	-2	-4

More results follow:
SMILES	mcGAS lum	NPYLR7 ag	hcGAS inh
CN1CCN(C(=O)c2cc3nc(-c4ccc(Cl)c(Cl)c4)cc(C(F)(F)F)n3n2)CC1	-5	-18	-3
Cc1c(C(=O)OC2CCCC2)[nH]c2c1C(=O)CCC2	x	10	-7
Cc1cc(CC(=O)N2CCC3(CCC3O)CC2)on1 (stereo not given)	1	x	0
O=C(NCCC1CCCCO1)c1cn(Cc2cccc(C(F)(F)F)c2)nn1 (stereo not given)	x	4	-7
CN(C)CC(O)Cn1cc(NC(=O)Nc2cccc(Cl)c2)cn1 (stereo not given)	x	1	-6
Cc1ccc(C(=O)Nc2c(N)nc(SCC(=O)N3CCN(c4ccccc4)CC3)[nH]c2=O)cc1	3	-1	3
